NOD2 RIPK2 PPI – inhibitors of human NOD2-RIPK2 interaction. O43353. inhibition, % at 4.98 µM. AID 624267. CHO BLA complementation NOD2-RIPK2, CCF4 ratio. 360,000 tested, 0.38% active; in the data active = inhibition above about 21%;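 also: 0% = vehicle only and 100% = reference blocker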
SRC2 inh – inhibits human steroid receptor coactivator 2; Q15596; HEK293 GAL4-SRC2 luciferase reporter, luminescence; inhibition, % at 9 µM; 370,000 tested, 0.17% active; AID 651957;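 active = inhibition above the mean inhibition of all tested compounds plus 3 SD, set per campaign, cut at about 52% in these data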;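 also: 0% = DMSO treated cells and 100% = cells given Gossypol at 36 µM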
MC4R ag barr – activates human MC4R beta-arrestin recruitment. U2OS MC4R beta-arrestin complementation, luminescence; percent of melanotan II response, DMSO zero. activation, % at 8.9 µM. P32245. 360,000 tested, 0.98% active;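 active = activation above a per-plate cutoff, the mean activation of sample wells on that plate plus 3 SD, cut at about 8% in these data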
COUP-TFII inh – inhibitors of human COUP-TFII (NR2F2). P24468. HEK293T NGFI-A luciferase reporter, luminescence. inhibition, % at 8.6 µM. 370,000 tested, 0.7% active;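 active = inhibition above a per-plate cutoff, mean inhibition of test wells between control levels plus 3 SD, cut at about 38% in these data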;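 also: cells cotransfected with COUP-TFII expression vector driving the NGFI-A reporter; 0% = median of COUP-TF2 test wells and 100% = reporter-only cells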
TLR9-MyD88 block – TLR9-MyD88 interaction inhibition. inhibition, % at 4.98 µM. CHO BLA complementation TLR9-MyD88, CCF4 FRET ratio. 340,000 tested, 0.21% active. AID 504734. Q9NR96+Q99836;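 active = inhibition above the mean over all tested compounds plus 3 SD, cut at about 21% in these data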;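 also: 0% = DMSO only wells and 100% = clavulanate BLA inhibitor control wells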
SRC3 inh – human NCOA3 inhibition | HEK293 GAL4-SRC3 luciferase reporter, luminescence | inhibition, % at 3.6 µM | 360,000 tested, 0.17% active | AID 588352;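 active = inhibition above a per-campaign cutoff, the mean of all compounds plus 3 SD, cut at about 60% in these data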;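 also: 0% = DMSO-treated cells and 100% = gossypol-treated cells at 36 µM; higher means less SRC3-driven luciferase light from the GAL4 reporter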
Target sequence (Q9Y6Q9 whole entry, looked up, the tested form may be a part): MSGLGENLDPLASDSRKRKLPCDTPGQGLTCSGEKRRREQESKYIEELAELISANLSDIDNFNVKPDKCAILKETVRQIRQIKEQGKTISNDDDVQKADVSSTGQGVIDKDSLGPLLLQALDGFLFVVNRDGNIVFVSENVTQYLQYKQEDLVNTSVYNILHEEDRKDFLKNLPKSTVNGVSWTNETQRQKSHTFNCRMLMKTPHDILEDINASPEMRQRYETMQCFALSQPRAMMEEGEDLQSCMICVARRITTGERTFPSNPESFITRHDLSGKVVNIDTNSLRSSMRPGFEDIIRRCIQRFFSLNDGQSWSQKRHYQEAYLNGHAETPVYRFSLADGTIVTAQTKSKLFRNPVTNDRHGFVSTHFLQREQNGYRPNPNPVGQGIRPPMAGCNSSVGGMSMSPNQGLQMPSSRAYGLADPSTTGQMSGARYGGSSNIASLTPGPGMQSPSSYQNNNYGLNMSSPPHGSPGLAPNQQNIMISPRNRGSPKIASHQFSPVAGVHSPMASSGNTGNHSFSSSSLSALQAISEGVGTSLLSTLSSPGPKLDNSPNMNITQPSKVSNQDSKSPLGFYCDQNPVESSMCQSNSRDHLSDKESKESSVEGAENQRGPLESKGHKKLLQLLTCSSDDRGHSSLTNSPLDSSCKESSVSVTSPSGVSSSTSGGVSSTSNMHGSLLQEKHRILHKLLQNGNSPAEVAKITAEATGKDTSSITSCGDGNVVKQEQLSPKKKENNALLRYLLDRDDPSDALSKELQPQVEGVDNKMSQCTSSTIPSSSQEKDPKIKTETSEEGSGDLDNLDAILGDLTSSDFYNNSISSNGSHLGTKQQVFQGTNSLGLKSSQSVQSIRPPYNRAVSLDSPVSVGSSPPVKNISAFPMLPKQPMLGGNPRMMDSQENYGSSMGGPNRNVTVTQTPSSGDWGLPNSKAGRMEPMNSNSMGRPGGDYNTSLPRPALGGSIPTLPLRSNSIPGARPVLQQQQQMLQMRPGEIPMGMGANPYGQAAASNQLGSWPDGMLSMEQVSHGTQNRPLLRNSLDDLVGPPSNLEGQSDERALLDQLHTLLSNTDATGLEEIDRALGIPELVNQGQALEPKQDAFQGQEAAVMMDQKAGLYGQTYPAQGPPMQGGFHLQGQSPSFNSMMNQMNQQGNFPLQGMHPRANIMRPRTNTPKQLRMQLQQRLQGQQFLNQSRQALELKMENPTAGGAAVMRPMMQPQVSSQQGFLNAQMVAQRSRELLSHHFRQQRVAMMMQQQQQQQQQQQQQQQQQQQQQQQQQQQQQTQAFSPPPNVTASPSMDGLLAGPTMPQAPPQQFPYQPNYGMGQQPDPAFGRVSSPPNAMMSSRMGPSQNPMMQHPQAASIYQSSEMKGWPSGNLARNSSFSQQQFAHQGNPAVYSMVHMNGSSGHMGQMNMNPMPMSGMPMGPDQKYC
NR5A2 inv ag – inverse agonists of human LRH-1 (NR5A2) | O00482 | 360,000 tested, 0.13% active | inhibition, % at 3.6 µM | HEK293T StAR-luciferase reporter, LRH-1 transfected, 24 h;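 active = inhibition above the mean inhibition of all tested compounds plus 3 SD, cut at about 73% in these data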;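 also: 0% = DMSO wells and 100% = reporter-only cells lacking LRH-1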
NCOA1 inh – human NCOA1 inhibition. Q15788. HEK293 GAL4-SRC1 luciferase reporter, luminescence. inhibition, % at 3.6 µM. 360,000 tested, 0.12% active. AID 588354;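 active = inhibition above the campaign mean plus 3 SD, with each screening campaign given its own cutoff, cut at about 60% in these data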;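 also: 0% = DMSO treated cells and 100% = gossypol at 36 µM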
MC4R antag cAMP – human MC4R antagonism in cAMP assay; inhibition, % at 6.5 µM; MC4R-expressing cells, MTII-stimulated cAMP, LANCE TR-FRET; AID 540295; P32245; 360,000 tested, 0.48% active;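 active = inhibition above its plate's cutoff, the mean of tested wells on that plate plus 3 SD, cut at about 29% in these data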;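 also: 0% = Melanotan II alone and 100% = Melanotan II plus saturating MCL0020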
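Material – human MC4R-expressing U2OS cells · Repeats – no replicates · Detection – TR-FRET with Eu-cAMP and labeled anti-cAMP, 671 nm · Times – compound 30 min, challenge 1 h, detection 1 h · Compound – single nominal compound dose of 6.5 µM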
EBV LMP1 NFkB – reduces LMP1-driven NF-kappaB luciferase signal. LMP1-induced NF-kappaB luciferase reporter cells, luminescence. 350,000 tested, 0.69% active. inhibition, % at 12.5 µM; in the data active = inhibition above about 41%;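 also: 0% = neutral control wells and 100% = reference inhibitor control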
ABHD5 PLIN5 PPI – inhibitors of human ABHD5-perilipin-5 interaction. Q00G26+Q8WTS1. Split G. princeps luciferase complementation, luminescence, 4 h. inhibition, % at 4 µM. 360,000 tested, 0.78% active. AID 602281;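 active = inhibition above the mean inhibition across every tested compound plus 3 SD, cut at about 22% in these data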;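 also: 0% = DMSO only wells and the 100% control is not disclosed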
* = called active by the depositor; nt = no result given.

Sequence of screens: NOD2 RIPK2 PPI	SRC2 inh	MC4R ag barr	COUP-TFII inh	TLR9-MyD88 block	SRC3 inh	NR5A2 inv ag	NCOA1 inh	MC4R antag cAMP	EBV LMP1 NFkB	ABHD5 PLIN5 PPI
- CC(=O)NC1=NC(=O)/C(=C/c2cn(C(C)=O)nc2-c2ccccc2)S1
  -6	12	-3.2	24	3	29	0	23	3	14	-32
- COc1ccc(/C(N)=N/OC(=O)CCc2ccccc2)cc1OC
  -10	-9	-0.7	-10	-2	-6	-21	-5	0	-1	-1
- C=CCCC(=O)N1C[C@H]2CCN(C)[C@H]2C[C@H]1c1ccccc1
  11	-38	nt	5	nt	-15	-6	3	nt	nt	-12
- O=C(NCCC(F)(F)F)C1Cc2c(-c3ccc(Cl)cc3)ccnc2O1 (configuration not stated)
  4	-9	0.7	7	nt	-1	-13	3	3	nt	4
- O=C(NCC1CCCO1)c1ccccc1NS(=O)(=O)c1cc([N+](=O)[O-])ccc1Cl (configuration not stated)
  0	4	-0.5	5	-5	1	-17	2	16	5	10
- COc1ccc(OCCNC(=O)c2ccc3nc(C)c(N(C)C(=O)CCc4ccccc4)n3c2)cc1
  -9	45	-0.3	85*	nt	1	-1	13	9	nt	0
- C=CCN1C(=O)c2oc3ccccc3c(=O)c2C1c1ccc(O)c(OC)c1 (configuration not stated)
  -7	-7	-1.0	2	-7	-13	1	-1	-9	-9	5
- CC(C(=O)NCc1ccc2c(c1)OCO2)N1c2cccc3cccc(c23)S1(=O)=O (configuration not stated)
  3	0	-0.9	12	1	0	-6	-5	-3	22	7
- Cc1ccc(S(=O)(=O)CCC(=O)Nc2nc(-c3ccccn3)cs2)cc1
  7	11	-2.2	14	-5	25	-1	5	8	16	-8
- Cc1ccccc1S(=O)(=O)Cc1ccc(C(=O)NC(C)c2ccc3c(c2)OCCO3)o1 (configuration not stated)
  -10	15	-2.4	20	-3	-1	3	-5	4	-7	1
- Cc1ccccc1-c1nc2ccccc2c(=O)n1/N=C/c1ccc([N+](=O)[O-])cc1
  -3	19	2.2	0	-4	-2	10	11	3	1	1
- CCc1nc(N[C@@H](CC(C)C)C(=O)O)c2oc3ccccc3c2n1
  4	3	-1.6	4	-8	13	0	-4	2	-3	-2
- Cc1cc(NC(=O)CSCC(=O)N(C)Cc2cccc(Cl)c2)no1
  -19	0	-2.6	-12	-1	8	23	2	-4	2	5
- CCC/C(O)=C1\C(=O)CC(C)(C)CC1=Nc1ccccc1OC
  -4	0	-0.1	2	2	20	-6	-6	4	12	-2
- O=C(COc1ccc(/C=C\[N+](=O)[O-])cc1)N1CCOCC1
  -3	-20	-4.3	18	-1	5	15	-18	6	5	20
- O=C(CN(C(=O)c1ccccc1Cl)N1C(=O)C2C3C=CC(C3)C2C1=O)c1cccs1 (configuration not stated)
  5	-8	-0.8	-4	-9	-6	-15	4	3	-4	-1
- COc1ccc(N2CCN(C(=O)c3nn(C)c4c3CS(=O)(=O)c3ccccc3-4)CC2)cc1
  1	8	-1.3	12	4	17	-8	8	7	-2	0
- COc1ccc(-c2coc3cc(OC(=O)N4CCOCC4)ccc3c2=O)cc1
  -5	-6	0.1	-9	1	2	-4	-39	1	-6	0
- Cc1ccc(OCCCc2c(C)n[nH]c2C)cc1
  -8	-26	-2.8	6	2	-6	-7	2	4	-19	0
- CCOc1cccc(NC(=O)C2CC(=O)N(C)C(=Nc3cccc(F)c3)S2)c1 (configuration not stated)
  5	6	5.0	17	2	22	8	1	4	-13	-7

Single values from above.
CCC/C(O)=C1\C(=O)CC(C)(C)CC1=Nc1ccccc1OC in ABHD5 PLIN5 PPI reads -2
O=C(COc1ccc(/C=C\[N+](=O)[O-])cc1)N1CCOCC1 in NR5A2 inv ag reads 15

(next part)
Sequence of screens: NOD2 RIPK2 PPI	SRC2 inh	MC4R ag barr	COUP-TFII inh	TLR9-MyD88 block	SRC3 inh	NR5A2 inv ag	NCOA1 inh	MC4R antag cAMP	EBV LMP1 NFkB	ABHD5 PLIN5 PPI
- CN(C)S(=O)(=O)c1ccc(N2CCCC2)c(C(=O)Nc2ccc(C(N)=O)cc2)c1
  5	15	-5.0	-29	-1	-18	11	-34	5	2	7
- O=C1NC(c2ccccc2)C(C(=O)c2cccs2)C(O)(C(F)(F)F)N1 (configuration not stated)
  -11	-2	1.2	4	4	5	10	8	9	-4	-6
- Cn1c(-c2ccc(C#N)cc2)c(C#Cc2ccccc2)c2ccccc21
  6	-3	2.5	-13	4	-38	-30	-19	15	-25	8
- Cc1cc2ncn(-c3nnnn3-c3ccccc3)c2cc1C
  -2	-21	-0.7	-13	-7	1	-1	-14	14	-5	3
- O=C(O)Cn1cc(C(=O)c2cccs2)c2ccccc21
  -5	16	-0.8	18	-2	-8	2	-19	5	4	3
- C[C@H]1NC(=O)[C@@]2(C)[C@@H](c3ccccc3)[C@H]3COc4ccccc4[C@H]3N2C1=O
  -46	-8	-0.6	-2	4	-1	11	-7	5	0	0
- COc1ccc2nc3ccccc3nc2c1
  -11	-75	-1.5	-65	-4	-79	-60	-78	-23	-17	11
- Cc1ccc(C)c(N2CCN(C(=O)CNS(=O)(=O)c3cccs3)CC2)c1
  5	9	-1.3	-15	0	18	-16	2	7	8	-3
- CCC1C(=O)NCCN1Cc1nc(-c2ccc(C)s2)oc1C (configuration not stated)
  10	16	-0.1	-42	-7	12	2	14	3	-3	13
- CC[C@@H](NCCCn1ccc(NC(=O)OCc2ccccc2)nc1=O)c1ccccc1
  -2	-16	-0.6	-7	8	-11	21	1	4	6	-9
- CN(C)S(=O)(=O)c1ccc(C(=O)Nc2ccc3ncccc3c2)cc1
  -1	-81	-1.6	-14	5	-51	-63	-36	4	-29	-4
- Cc1ccc(S(=O)(=O)N2CCOCC2)cc1C(=O)NCCc1ccc(Cl)cc1
  -10	3	0.8	4	0	-9	3	-3	-3	4	0
- O=C(COc1ccccc1[N+](=O)[O-])Nc1ccc(N2CCN(C(=O)c3cccs3)CC2)cc1
  -4	14	0.4	3	-7	42	11	20	6	7	-2
- CC1(C)CC2CC(C)(CN2C(=O)COC(=O)c2ccc(NC(=O)CC#N)cc2)C1 (configuration not stated)
  -3	8	-1.7	0	-8	5	0	8	-4	-6	-2
- COc1cc(NC(=O)C2CCCN2S(=O)(=O)c2ccc3c(c2)CCC(=O)N3)cc(OC)c1 (configuration not stated)
  -1	3	-0.8	0	2	0	3	-10	3	-7	1
- CCO/N=C1\C(=O)N(c2ccccc2)c2ccccc21
  6	-26	0.3	11	1	-1	-7	-16	-2	2	-1
- Cc1cc(OC(=O)c2ccc(Cl)cc2)cc(=O)n1C
  -3	13	-1.2	-9	-8	8	8	-27	1	2	-3
- CC(C)N(C(=O)COC(=O)c1ccc(Cl)c(S(N)(=O)=O)c1)C(C)C
  -8	1	-0.6	-5	-1	25	-12	-4	16	-2	4
- O=C(O)C1=C[C@@H](C2CC2)C[C@@H](OCc2ccc(CO)cc2)O1
  2	14	0.2	0	0	-14	16	-14	-5	-1	-1
- O=c1c2ccccc2n(Cc2ccc(F)cc2)c(=O)n1C1CCCC1
  -8	1	-1.1	-7	-5	4	-26	4	-4	9	-7
- CCOC(=O)[C@]12CCCC=C1N(Cc1ccc(Cl)cc1Cl)C(=O)[C@H](CC(=O)NCc1cccc3ccccc13)C2
  10	-1	nt	3	nt	nt	-14	nt	nt	nt	-1
- Cc1ccc(Oc2ccc(C(=O)NC3CCSC3=O)cn2)cc1 (configuration not stated)
  -8	-8	-1.6	-21	-1	7	-12	-6	7	-4	-4
- Fc1ccc(NCc2cn3ccccc3n2)cc1
  -6	-55	-0.8	-24	-9	-25	-52	-50	5	-24	8
- Cc1[nH]nc2c1C(c1ccc(OC(=O)c3ccco3)cc1)C(C#N)=C(N)O2 (configuration not stated)
  -3	4	0.2	-5	5	2	10	-1	3	8	-7
- CSC(=NS(=O)(=O)c1ccccc1)SC
  -6	-4	-1.2	6	-11	-2	4	2	12	2	3
- CCN(CC)CCN(Cc1cc2cc(C)ccc2[nH]c1=O)C(=O)Nc1ccccc1OC
  5	-3	0.7	-2	0	-9	-12	2	2	-3	0
- Fc1ccc(N/N=C/C=C/c2ccccc2)c(F)c1
  0	-19	3.5	-9	-6	-14	-29	-40	-2	-13	-4
- Cc1nn(C(C)C(=O)NCCC2=CCCCC2)c(=O)c2nn(-c3ccccc3)c(C)c12 (configuration not stated)
  -3	-39	-1.2	-2	2	-6	0	-12	4	-7	0
- CCCn1c(N)c(C(=O)CN2CCN(S(=O)(=O)c3cccs3)CC2)c(=O)[nH]c1=O
  1	3	1.5	10	-4	9	25	-2	15	-14	-6
- CSc1nc(N)nc2c1ncn2CC(=O)N1CCN(Cc2c(C)cc(C)cc2C)CC1
  -7	22	-0.9	51*	0	16	26	35	7	38	-1
- CCN(CC(=O)Nc1ccc(NC(C)=O)cc1)C(=O)C1CCCN(C(=O)c2ccc(Cl)cc2)C1 (configuration not stated)
  5	-14	-5.0	-5	-3	3	-1	-2	1	3	-5

Pulled by compound from above (two):
Sequence of screens: NOD2 RIPK2 PPI	SRC2 inh	MC4R ag barr	COUP-TFII inh	TLR9-MyD88 block	SRC3 inh	NR5A2 inv ag	NCOA1 inh	MC4R antag cAMP	EBV LMP1 NFkB	ABHD5 PLIN5 PPI
- Cc1nn(C(C)C(=O)NCCC2=CCCCC2)c(=O)c2nn(-c3ccccc3)c(C)c12 (configuration not stated)
  -3	-39	-1.2	-2	2	-6	0	-12	4	-7	0
- CSC(=NS(=O)(=O)c1ccccc1)SC
  -6	-4	-1.2	6	-11	-2	4	2	12	2	3

A portion of the library; count on the stated rates, not on these rows.
